Screens: PubChem BioAssay, several laboratories
Hsp70 act = transcriptional activators of Hsp70; activation, % at 10 µM; 200,000 tested, 0.04% active; HeLa Hsp70 promoter luciferase reporter, luminescence; scaled: vehicle 0, proteasome-inhibitor control 100%;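 active = activation above the mean across all tested compounds plus 3 SD, cutoff set per campaign, cut at about 5.5% in these data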;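 also: 100% = MG132 at 30 µM as the positive control and 0% = DMSO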
Efa HMGR inh = blocks class II HMG-CoA reductase of Enterococcus faecalis; purified E. faecalis HMGR, NADPH absorbance 340 nm kinetic; inhibition, % at 10 µM; 190,000 tested, 0.41% active; AID 1066;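 active = inhibition above a set limit, the median over all tested compounds plus 3 SD, cut at about 9.5% in these data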;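 also: enzyme runs in reverse so mevalonate oxidation gives rising NADPH absorbance; 0% = complete reaction with DMSO and 100% = background rate lacking mevalonate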
PMI activator = increases human mannose-6-phosphate isomerase activity. P34949. activation factor at 20 µM. purified human PMI, coupled resazurin fluorescence, 20 min; hits give high values; 1 = vehicle control, 0 substrate-free wells. AID 1214. 190,000 tested, 0.005% active;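 active = activation factor of 2 or more at 20 µM, relative to plate controls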
Target sequence (P34949 whole entry, looked up): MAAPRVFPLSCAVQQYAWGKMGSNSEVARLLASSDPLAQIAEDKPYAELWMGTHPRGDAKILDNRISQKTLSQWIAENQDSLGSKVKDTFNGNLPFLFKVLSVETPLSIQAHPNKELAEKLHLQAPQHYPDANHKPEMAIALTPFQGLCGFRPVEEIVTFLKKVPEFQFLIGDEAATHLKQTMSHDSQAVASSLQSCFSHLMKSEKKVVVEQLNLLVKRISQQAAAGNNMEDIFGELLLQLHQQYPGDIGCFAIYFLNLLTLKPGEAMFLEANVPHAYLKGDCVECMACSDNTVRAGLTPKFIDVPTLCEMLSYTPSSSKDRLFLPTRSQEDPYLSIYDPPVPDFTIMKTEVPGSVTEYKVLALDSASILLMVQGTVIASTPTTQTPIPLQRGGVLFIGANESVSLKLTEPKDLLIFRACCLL
L major viab = Leishmania major promastigote growth inhibition; AID 1063; inhibition, % at 10 µM; Leishmania major promastigotes, resazurin fluorescence viability; 200,000 tested, 9% active; in the data active = inhibition above about 50%;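 also: promastigotes grown with compound for 44 hours at 28 °C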
S1P3 antag = S1P3 (human) receptor antagonism. CHO S1P3 NFAT-BLA reporter, FRET fluorescence, antagonist mode. Q99500. 170,000 tested, 0.27% active. inhibition, % at 4.98 µM;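 active = inhibition above the plate cutoff, the mean inhibition of test wells on that plate plus 3 SD, cut at about 28% in these data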;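 also: cells challenged with S1P at its EC80 of 0.8 µM; blue over green emission ratio from cleaved BLA substrate after 4 h stimulation; 0% = S1P-stimulated wells and 100% = unstimulated DMSO-only wells; some compounds past the cut are filed as inactive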
TNAP inh noacc = TNAP (human) inhibition, acceptor-free conditions. P05186. 200,000 tested, 0.26% active. inhibition, % at 20 µM. purified TNAP, CDP-star luminescence, 30 min;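 active = tissue-nonspecific alkaline phosphatase inhibition above about 50% at 20 µM in the single-dose screen, limit read from the data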;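 also: 0% = DMSO negative control and 100% = EDTA positive control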
Target sequence (P05186 whole entry, looked up): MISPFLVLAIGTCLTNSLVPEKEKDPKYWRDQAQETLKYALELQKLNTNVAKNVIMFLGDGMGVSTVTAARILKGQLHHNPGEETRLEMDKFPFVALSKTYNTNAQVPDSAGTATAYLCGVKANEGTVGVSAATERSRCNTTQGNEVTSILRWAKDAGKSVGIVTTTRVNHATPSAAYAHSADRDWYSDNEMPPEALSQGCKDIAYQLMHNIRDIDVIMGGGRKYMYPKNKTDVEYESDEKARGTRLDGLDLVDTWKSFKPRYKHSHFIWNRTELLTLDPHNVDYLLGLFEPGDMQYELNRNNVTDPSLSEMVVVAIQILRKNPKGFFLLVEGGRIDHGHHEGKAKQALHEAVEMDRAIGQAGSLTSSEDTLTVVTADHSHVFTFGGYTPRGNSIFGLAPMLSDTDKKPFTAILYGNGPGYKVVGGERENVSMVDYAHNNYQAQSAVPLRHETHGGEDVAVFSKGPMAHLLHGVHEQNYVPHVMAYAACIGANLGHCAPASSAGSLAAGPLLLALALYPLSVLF
TNAP inh hiacc = TNAP (human) inhibition, high acceptor; 200,000 tested, 0.03% active; AID 1135; P05186; inhibition, % at 20 µM; purified TNAP, CDP-star luminescence, 1 M DEA;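 active = over 50% inhibition of tissue-nonspecific alkaline phosphatase at 20 µM in the single-dose screen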;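 also: plate controls were DMSO wells for no effect and EDTA-quenched wells as full inhibition for full effect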
Redox H2O2 prof = compounds producing H2O2 with reducing agent – biochemical, NIH compound library profiling, artefact control for MLSCN library redox annotation, primary screen; DTT-dependent redox cycling H2O2, phenol red/HRP absorbance; 100% = 100 µM peroxide control, 0% = buffer; 200,000 tested, 0.03% active; activation, % at 10 µM;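 active = activation of at least 50% relative to the plate's high and low controls in the primary single-dose screen; inactive = activation below 50%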;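 also: compound incubated with DTT at 0.8 mM final as the reducing agent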
PMI act satM6P = PMI (human) activation, high substrate; activation factor at 20 µM; coupled PMI enzyme assay, resazurin fluorescence, 20 min; hits give high values; 1 = untreated enzyme, 0 = substrate-free blank; P34949; 190,000 tested, 0.34% active;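 active = activation factor of 2 or more at 20 µM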
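Test system: human PMI in coupled enzyme assay; Input: PMI at 15 ng/mL final; Medium: HEPES buffer, pH 7.4; Schedule: 20 min incubation at room temperature; Technique: resorufin fluorescence at Ex 544/Em 590 nm; Compound: 20 µM single dose; Probe or stimulus: Near-saturating mannose-6-phosphate, 1.0 mM.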
RAM network inh = yeast RAM network inhibition; S. cerevisiae dse1pr::URA3 reporter, 5-FOA growth OD615, 2 d; analog-sensitive cbk1-as2 kinase mutant strain; 190,000 tested, 1.8% active; inhibition, % at 50 µM;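 active = inhibition above a set limit, 3 SD over mean compound inhibition, cut at about 8.4% in these data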;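 also: 0% = DMSO-only wells with no growth and 100% = 10 µM 1-NA-PP1 full growth; inhibition rescues growth on 5-FOA so higher OD means more RAM inhibition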
Numbers without * were called inactive; · = not tested or not shown.

The line under a structure holds: RAM network inh, TNAP inh noacc, Efa HMGR inh, L major viab, Hsp70 act, S1P3 antag, Redox H2O2 prof, PMI activator, PMI act satM6P, TNAP inh hiacc
C1CCC(n2nnnc2CN2CCN(C3CCCC3)CC2)CC1
→ -0.1, -12.8, -3.0, 89.6*, -0.3, 5.3, 0.9, 1, 1, -3.5
Cc1ccc(C(C(=O)NC2CCCCC2)N(C(=O)Cc2c[nH]c3ccccc23)c2ccccc2C)o1 (centres undefined)
→ 3.3, -18.4, -3.5, 15.2, -0.3, 7.5, 0.4, 0.9, 0.9, -4.0
CCOc1cc2[nH]c(=S)n(CCCOC)c(=O)c2cc1OCC
→ 2.1, -5.2, ·, 0.4, -0.3, ·, -1.7, 0.8, 0.8, -0.9
CCOC(=O)C1=C(C)NC(SC)=NC1c1ccc(OC)cc1 (centres undefined)
→ -0.6, -6.8, -2.7, 12.2, -0.1, ·, 0.7, 1.5, 2.3*, -2.0
CCOC(=O)c1ccc(Nc2nnc3nc(C)cc(C)n23)cc1
→ 5.0, 3.8, -2.5, 0.4, 0.3, -1.1, 3.8, 0.8, 0.8, -4.9
CCN1CCN(S(=O)(=O)c2cc(OC)c(Cl)cc2OC)CC1
→ 2.5, -7.5, 3.9, -2.3, -0.2, ·, 0.3, 1, 0.9, 2.4
Cn1cccc1C(=O)OCC(=O)NC1CCS(=O)(=O)C1 (centres undefined)
→ 1.1, -13.8, 0.7, -5.8, -0.1, -9.2, -1.3, 1, 1, -6.5
CCN(C(=O)c1c(N)cnn1C)c1ccccc1
→ 1.8, -5.7, 3.8, -7.0, -0.3, -7.2, -0.4, 1, 1.1, -4.8
Cc1cc(C)c2cc(C(c3nnnn3CC3CCCO3)N3CCN4CCCC4C3)c(=O)[nH]c2c1 (centres undefined)
→ 0.1, -13.1, 1.4, -6.4, 0.2, -21.6, 1.6, 1, 1, -4.8
Cc1cccc(C(=O)OCC(=O)NCC(C)C)c1O
→ 1.6, -17.1, 0.6, -1.6, -0.3, -116.0, -2.1, 1, 1.1, -7.2
CCC(C)[C@@H](C(=O)NCC1CCC(C(=O)O)CC1)n1nnc2ccccc2c1=O (some centres undefined)
→ 1.5, -3.5, -8.6, -1.5, -0.2, ·, 0.1, 1, 1, -0.6
O=C(CN(C(=O)CCC(=O)Nc1nccs1)c1ccccc1F)NCC1CCCO1 (centres undefined)
→ 0.2, -2.8, -2.6, -4.9, 0.1, -18.2, 2.6, 1, 0.9, -3.6
CN1CCN(CC#CCn2c3ccccc3c3ccccc32)CC1
→ -0.2, -1.9, -2.4, 43.8, 0.0, 1.4, 1.6, 0.9, 1, -2.4
CC(=O)c1ccc(OCC(=O)NCC(c2ccco2)N2CCCCC2)cc1 (centres undefined)
→ 1.5, 1.6, -2.1, -5.1, -0.1, -19.2, 0.4, 1, 1.1, -4.2
COc1ccccc1NC(=O)CN1CCN(S(=O)(=O)c2ccc(Br)cc2)CC1
→ 0.2, -6.7, -1.7, -4.3, -0.4, 21.8, -0.2, 0.9, 0.9, -3.7
CC(=O)Oc1cccc(N2C(=O)c3ccc(C(=O)O)cc3C2=O)c1
→ 2.5, 4.4, -1.4, -0.9, -0.5, -10.4, 3.4, 1.3, 1.1, -5.6
COc1ccc(O[C@H]2C=C[C@@H](c3ccccc3)O[C@@H]2CO/N=C(\C)CCN2CCc3nc(-c4ccccc4)c(-c4ccccc4)cc3C2)cc1
→ 0.8, -2.1, -3.1, 7.1, -0.1, 9.4, 2.0, 1.2, 1.1, -0.9
CC1=C(C(=O)OCC2CCCO2)C(c2coc3ccc(Cl)cc3c2=O)C2=C(CCCC2=O)N1 (centres undefined)
→ 1.0, -16.2, -6.4, -0.3, 0.6, -22.6, -0.1, 0.9, 0.9, -2.9
CN1CCN(NC(=O)CSc2ccc(Cl)cc2Cl)CC1
→ 0.8, -6.8, -1.4, -8.2, -0.2, -2.4, 0.2, 1, 1, -0.8
CNc1oc(C)nc1S(=O)(=O)c1ccc(C)cc1
→ 0.9, -9.5, -6.6, -1.4, -0.2, -33.9, -0.3, 1.2, 1.5, -6.2
CCc1ccc(NC(=O)Cn2cccc2)cc1
→ 0.4, -10.9, 4.2, 1.1, -0.3, 0.5, -0.4, 1.1, 1, -1.1
O=C(COc1ccccc1)NNc1nc2c(F)cccc2s1
→ 3.4, -130.4, -4.8, -2.8, -0.1, -15.2, -0.5, 1, 1, -1.5
Cn1c(Cc2cccs2)nnc1SC/C=C/c1ccccc1
→ 1.2, -10.2, 4.3, -1.4, -0.5, -19.2, 2.9, 0.9, 0.9, -6.8
Nc1ccc(-c2sc(N)nc2-c2ccccc2)cc1
→ 1.9, -7.8, -3.1, 17.2, -0.1, ·, -6.1, 0.9, 0.8, -1.6
CCS(=O)(=O)c1ccc2c(c1)N(S(C)(=O)=O)CC(C(=O)NCc1ccccc1OC)O2 (centres undefined)
→ 1.8, 11.9, -2.4, 0.8, 0.2, ·, 1.9, 1, 0.8, 5.9
CCCCNC(=O)c1onc(CSc2ccc(Cl)cc2)c1C(=O)O
→ 1.6, -0.1, -4.8, -11.3, -0.2, ·, -5.1, 1.1, 1.1, -4.0
CCOc1cccc2cc(C(=O)N3CCc4ccccc43)c(=O)oc12
→ 2.0, -9.5, 0.3, -7.1, 0.0, 13.2, 2.7, 1, 1, -0.3
O=C1N/C(=C\c2ccc(O)cc2)C(O)=C1C=NCc1ccccc1
→ 1.6, 4.5, 1.0, -0.4, -0.3, 28.7*, -0.1, 0.9, 1, 12.1
CC(=O)N1CCN(C(=S)NCCc2ccccc2)CC1
→ 1.0, -13.4, -3.7, -6.9, -0.3, 4.0, -0.4, 0.9, 1, -5.7
O=C1[C@H]2[C@H](ON3CCCC[C@H]23)C(=O)N1c1cccc(C(F)(F)F)c1
→ 1.8, -12.3, -4.9, -6.8, -0.3, -3.5, -2.3, 1, 1, -3.9

Further records follow.
The line under a structure holds: RAM network inh, TNAP inh noacc, Efa HMGR inh, L major viab, Hsp70 act, S1P3 antag, Redox H2O2 prof, PMI activator, PMI act satM6P, TNAP inh hiacc
O=C(Nc1ccccc1C(=O)N1CCOCC1)c1ccc(Cl)cc1
→ 1.5, -13.8, -0.5, 1.2, -0.2, -16.8, -0.3, 1, 1, -6.3
CCN(C(=O)COC(=O)/C=C/c1ccccc1[N+](=O)[O-])C1CCS(=O)(=O)C1 (centres undefined)
→ -0.5, -2.9, 2.6, -6.1, -0.4, 4.2, 0.7, 1, 0.9, -1.0
CCOC(=O)N1CCN(C(=S)NCCOC)CC1
→ -0.5, -9.7, -3.1, -3.2, -0.3, ·, 0.2, 1, 1, -1.1
CCc1ccc(-c2cc(C(F)(F)F)n3nc(C(=O)Nc4cnn(Cc5ccccc5C)c4)cc3n2)s1
→ 3.8, -6.8, 5.0, -4.2, -0.6, ·, 2.2, 1.2, 1.1, -4.9
CSc1ccc(-c2nnn(Cc3ccccn3)n2)cc1
→ 1.6, -9.0, -0.1, -4.1, 0.4, 9.5, -0.7, 1, 1, -6.4
O=C(COC(=O)c1cc(-c2cccs2)nn1-c1ccccc1)Nc1cc([N+](=O)[O-])ccc1Cl
→ 1.2, -7.4, 4.0, -4.5, -0.4, -7.6, 0.2, 0.8, 0.9, 4.7
Cn1nnnc1SCC(=O)Nc1ccc2c(c1)OCCO2
→ 0.8, -12.2, -3.3, -4.6, 0.3, -16.6, -0.3, 1, 1, -5.0
O=C(CN(c1ccc(Cl)cc1)S(=O)(=O)c1ccccc1)N1CCN(c2ccccc2)CC1
→ 5.8, 3.0, -1.3, 2.2, 0.0, ·, 0.2, 0.8, 0.8, -6.3
O=C(CSc1nnc2scc(-c3ccccc3)n12)Nc1nsc(-c2ccccc2)n1
→ 3.5, 3.3, -3.7, 7.6, -0.2, -0.9, -0.5, 0.8, 0.9, 4.9
CCn1nnnc1-c1ccc(OC)c(S(=O)(=O)NCc2ccccc2)c1
→ 0.9, -4.6, -3.2, -3.7, -0.3, -24.7, -1.3, 0.9, 1, -1.4
CCCC1(CCC)NC(=O)N(CC(=O)Nc2cccc(OC)c2)C1=O
→ 0.3, -9.0, -3.4, -8.4, 0.2, -15.6, -0.1, 1, 1, -4.7
CCOC(=O)c1c(C)n(C)c2c(C)cc(O)c(OC(C)=O)c12
→ 0.6, -7.2, -0.8, -2.7, -0.1, -26.7, 3.6, 0.9, 0.9, -1.8
CC12CCC(C(=O)N(c3cccc(Cl)c3)C1=O)C2(C)C (centres undefined)
→ 1.0, -10.9, -3.8, -2.9, -0.2, -4.5, -0.8, 0.9, 0.9, 1.8
Cc1ccccc1CSc1nnc(-c2ccncc2)o1
→ 0.0, -4.5, -0.1, -10.3, -0.3, 16.7, 0.1, 1, 0.9, -0.3
c1ccn2c(CNc3ncnc4sccc34)nnc2c1
→ 4.2, -13.2, 1.4, -5.4, -0.4, -30.6, -0.3, 1, 1, -3.5
Cc1cc(C)c(S(=O)(=O)/N=C2/C=C(SCC(=O)O)C(=O)c3ccccc32)cc1C
→ 5.0, 3.0, 6.4, 99.9*, 0.1, -12.7, -0.3, 1.2, 1.3, 5.9
CCCC(=O)Nc1nc(C)c(-c2csc(Nc3ccc(Cl)cc3)n2)s1
→ 1.6, -6.0, -2.1, 24.3, 0.0, ·, -12.1, 0.6, 0.6, -0.8
O=C(COc1ccccc1)Nc1ccc2c(c1)C(=O)N(CC1CCCO1)C2=O (centres undefined)
→ 3.8, -3.6, -1.8, -0.3, -0.3, -13.9, 0.1, 1, 1, -3.3
COc1ccc(C(=O)COC(=O)CNC(=O)c2ccc(OC)cc2)cc1
→ 3.0, 2.8, -0.2, 0.1, -0.2, -12.3, -2.1, 1.1, 1, -4.1
O=C(/C=C/c1ccccc1Cl)N1CCN(c2ncccn2)CC1
→ 0.0, -3.2, -2.1, 58.9*, -0.3, -117.8, -0.3, 1, 1, 0.0
